# Screens: PubChem, several laboratories
# GPR35 antagonists: GPR35 antagonists blocking zaprinast-driven arrestin recruitment, primary screen, imaging, U2OS, beta-arrestin-GFP, zaprinast agonist (AID 2058); U2OS GPR35 beta-arrestin-GFP translocation imaging, zaprinast antagonism; higher % means a stronger effect; inhibition, % at 10 µM; hits with a dose series show IC50 in µM; actives 0.052% (n = 290,000);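 active means inhibition of at least 50% with at least 30 cells and total cytoplasm GFP at most 10,000,000; inconclusive means under 30 cells or total GFP of 10,000,000 plus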
# AID2073: inhibitors of Mint1-CaV2.2 protein interaction, biochemical, HTRF (AID 2073); HTRF protein-protein interaction, Mint1-CaV2.2; higher % means a stronger effect; one-dose inhibition, % at 20 µM; IC50 in µM for titrated hits; actives 0.19% (n = 290,000); in the data active means inhibition mostly above about 51%, no sharp cut-off; inconclusive means no clear call, values can overlap the other calls; inactive means mostly below about 53%; further: some results filed as inactive read as strong as hits
# NS5 inhibitors: flavivirus cap methylation enzyme inhibition – biochemical, confirmation dose response, primary screen (AID 588689) | Dengue-2 NS5 methyltransferase capping enzyme assay, biochemical; higher % means a stronger effect | inhibition, % at 25 µM; hits with a dose series show IC50 in µM | actives 0.3% (n = 340,000); in the data active means a potency from the dose series; inconclusive means inhibition above about 29% without an active follow-up result
# Yfh1-off respiration: mitochondrial function rescue without frataxin homolog – Friedreich's ataxia, plus single-dose screen, dose response (AID 1465); S. cerevisiae Yfh1-off respiration, WST-1 reduction, 72 h; higher fold induction means a stronger effect; fold induction at 50 µM, or EC50 in µM where a hit was titrated; actives 0.074% (n = 220,000);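 active means fold induction of absorbance versus untreated yeast above a set limit, then at least 30% activation at any dose in follow-up; inconclusive means repeats straddling the limit, or above it without dose testing; inactive means fold induction below the set limit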;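 further: activators that raise dye reduction in frataxin-depleted yeast; strong numbers were not always called active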
# GPR55 antagonists: GPR55 antagonists blocking LPI-driven arrestin recruitment, primary screen, imaging, U2OS, beta-arrestin-GFP, LPI agonist (AID 2013). actives 0.13% (n = 290,000). inhibition, % at 10 µM, or IC50 in µM where a hit was titrated. U2OS GPR55 beta-arrestin-GFP translocation imaging, LPI antagonism; higher % means a stronger effect;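 active means spots per cell inhibited over 60%, with over 100 cells counted and total cytoplasm intensity under 500,000; inconclusive means wells with under 100 cells, flagged as likely toxic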;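 further: U2OS cells stably carrying GPR55 and arrestin-GFP stimulated by 5 µM LPI near EC80; imaged beta-arrestin-GFP aggregate spots per cell after agonist stimulation; plate controls were LPI-stimulated DMSO wells for no effect and DMSO wells without LPI for full effect; some results filed as inactive read as strong as hits; confirmed hits need IC50 under 10 µM and bright autofluorescent wells are also inconclusive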
# SV40 large T antigen: TAg ATPase/helicase activity blockers – biochemical (AID 1903); SV40 large T antigen ATPase/helicase inhibition assay; higher % means a stronger effect; actives 0.39% (n = 310,000); one-dose inhibition, % at 20 µM; IC50 in µM for titrated hits; in the data active means a potency from the dose series; inconclusive means inhibition mostly from about 32% at the one dose, without a potency; inactive means the rest, 99 in 100 with inhibition below about 32%; further: strong numbers were not always called active
# GPR55 beta-arrestin: GPR55 agonists via beta-arrestin recruitment, primary screen, imaging, U2OS cells, beta-arrestin-GFP redistribution (AID 1961) | U2OS GPR55 beta-arrestin-GFP redistribution imaging; higher % means a stronger effect | activation, % at 10 µM, or EC50 in µM where a hit was titrated | actives 0.048% (n = 290,000);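 active means activation above 40% with more than 50 cells counted in the well; inconclusive means wells holding fewer than 50 cells, flagged as toxic or sparse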;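 further: U2OS osteosarcoma cells stably expressing GPR55 and beta-arrestin-GFP; plate controls were DMSO negative control for no effect and LPI positive control for full effect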
# MgcRacGAP inhibition: MgcRacGAP GTPase-activating activity inhibitors, confirmation, biochemical, ADP Hunter fluorescence. MgcRacGAP-stimulated Rac1 GTP hydrolysis, ADP Hunter fluorescence; higher % means a stronger effect; GST-tagged Rac1 F28L mutant substrate. inhibition, % at 30 µM, or IC50 in µM where a hit was titrated. actives 0.6% (n = 340,000);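 active means first-screen hits whose inhibition reached a set limit at any dose in the follow-up dose series; inconclusive means inhibition above the set first-screen limit but never retested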;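 further: fluorescence reports GDP produced by GAP-driven GTP hydrolysis; strong numbers were not always called active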
# NTR1 agonist: NTR1-driven beta-arrestin-GFP spot formation – imaging, U2OS cells, high content, primary screen (AID 493036). activation, % at 20 µM. actives 0.17% (n = 330,000). agonist mode. P30989;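 active means activation at or above 40% of the spot to cytoplasm intensity ratio, with at least 20 cells analyzed; inconclusive means wells under 20 cells, flagged as cytotoxic or low count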;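 further: 0% = DMSO without peptide and 100% = 100 nM NTR1 peptide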
# Target sequence (P30989 whole entry, looked up): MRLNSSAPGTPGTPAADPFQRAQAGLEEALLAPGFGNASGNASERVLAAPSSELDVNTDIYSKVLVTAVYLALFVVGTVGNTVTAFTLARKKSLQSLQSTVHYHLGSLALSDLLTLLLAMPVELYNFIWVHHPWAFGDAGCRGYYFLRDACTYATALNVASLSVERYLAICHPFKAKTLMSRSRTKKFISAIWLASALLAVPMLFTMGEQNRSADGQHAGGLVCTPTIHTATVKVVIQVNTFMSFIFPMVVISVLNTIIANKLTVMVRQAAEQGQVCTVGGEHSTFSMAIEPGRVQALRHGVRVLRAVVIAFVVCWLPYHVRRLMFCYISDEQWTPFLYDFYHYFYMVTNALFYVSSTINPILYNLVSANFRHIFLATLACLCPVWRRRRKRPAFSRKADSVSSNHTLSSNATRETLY
# NTR1 agonist cell count 20 µM: further read-out of NTR1 agonist, marked with its call; cell count; measured here: cell count, cytotoxicity flag
# NS5 inhibitors pilot replicate: second read-out of NS5 inhibitors, no call of its own (marks repeat the call); inhibition, %; measured here: pilot screen replicate inhibition
# * marks the source's active call; other numbers are inactive results; i = inactive; ? = inconclusive; · = not tested or not shown.
SMILES,GPR35 antagonists,AID2073,NS5 inhibitors,Yfh1-off respiration,GPR55 antagonists,SV40 large T antigen,GPR55 beta-arrestin,MgcRacGAP inhibition,NTR1 agonist,NTR1 agonist cell count 20 µM,others
C/C(=N\NC(=O)COc1ccc(C#N)cc1)c1ccccc1OC(F)F,9%,-6%,-2%,i,7%,-8%,0.7%,6%,0.1,57,
CN1Cc2c(N3CCOCC3)nc(SCCC#N)c(C#N)c2CC1(C)C,-10%,-10%,13%,i,6%,20%,-0.1%,6%,1.1,73,
Cc1ccc2nc(SCC(=O)Nc3ccc(C(N)=O)cc3)[nH]c2c1,14%,1%,-1%,i,3%,33%,-0.4%,5%,0.8,48,
CN(C)c1cccc2c(C=C(C#N)C#N)ccc(N(C)C)c12,5%,20%,3%,i,2%,38%,-0.3%,28%,4.5,42,
CCOc1cc(NC(=S)NCCc2ccccc2)c(OCC)cc1NC(C)=O,-5%,-11%,2%,i,-8%,23%,-0.2%,3%,-0.1,45,
Cc1occc1C(=O)Nc1cccnc1,7%,-1%,-5%,i,16%,4%,-0.2%,10%,0.8,80,
CC(C)C[C@H](N)c1cn([C@@H](CCCCN)C(=O)N2CCNCC2)nn1,-18%,3%,2%,i,8%,5%,1.0%,10%,2.5,101,
CCCCN(C)S(=O)(=O)c1ccc(C(=O)N=c2sc3cc(NC(C)=O)ccc3n2C)cc1,1%,29%,-1%,i,10%,1%,0.0%,2%,2.9,57,
COC(=O)Nc1ccc(S(=O)(=O)N2CCCc3ccccc32)cc1,7%,4%,-3%,i,-17%,4%,-0.1%,5%,4.5,68,NS5 inhibitors pilot replicate=0.8
COc1ccc(/C=C/C(=O)OCC(=O)Nc2cc(S(=O)(=O)N(C)C)ccc2Cl)cc1,-7%,8%,-2%,i,0%,4%,0.1%,8%,0.9,47,
O=C(CSc1ncccn1)NCC1CCCO1 (stereo unspecified),3%,-7%,-3%,·,5%,21%,-0.1%,4%,1.8,62,
O=C(CCC(=O)N1CCCc2ccccc21)N1CCN(S(=O)(=O)c2ccccc2)CC1,-13%,0%,-2%,i,0%,0%,-0.1%,4%,0.2,54,
O=C(N/N=C/c1c[nH]c2ccccc12)c1ccc(O)c(O)c1,10%,3%,9%,·,3%,9.1µM*,-0.2%,?,-0.8,50,
O=C(O)CSc1nnc(-c2ccncc2)n1-c1ccc(Cl)cc1,-9%,-7%,1%,i,10%,-2%,-0.2%,3%,2.1,94,
CCOc1cc(C(=O)OC(C)C(=O)Nc2ccc(NC(C)=O)cc2)ccc1OCC(=O)N1CCCCC1 (stereo unspecified),-4%,18%,-5%,·,19%,27%,-0.1%,8%,-1.3,50,

# Overlap with the part before: 2 entries, then new ones.
SMILES,GPR35 antagonists,AID2073,NS5 inhibitors,Yfh1-off respiration,GPR55 antagonists,SV40 large T antigen,GPR55 beta-arrestin,MgcRacGAP inhibition,NTR1 agonist,NTR1 agonist cell count 20 µM,others
O=C(O)CSc1nnc(-c2ccncc2)n1-c1ccc(Cl)cc1,-9%,-7%,1%,i,10%,-2%,-0.2%,3%,2.1,94,
CCOc1cc(C(=O)OC(C)C(=O)Nc2ccc(NC(C)=O)cc2)ccc1OCC(=O)N1CCCCC1 (stereo unspecified),-4%,18%,-5%,·,19%,27%,-0.1%,8%,-1.3,50,
CN(c1ccccc1)S(=O)(=O)c1ccc(Cl)c(C(=O)NC2=NCCS2)c1,-4%,10%,-6%,i,-4%,5%,0.2%,3%,1.4,45,
CN(C)/C=C1\C(=O)N(c2ccc([N+](=O)[O-])cc2)N=C1c1ccccc1,3%,3%,6%,i,-6%,4%,-0.3%,10%,-0.3,59,
CC(=O)Nc1ccc(Oc2nc(-c3ccccn3)nc3ccccc23)cc1,13%,-7%,-2%,i,0%,12%,-0.1%,44µM*,1.2,58,
COc1ccccc1C(=O)C1CCCN(C(=O)c2cccnc2SC)C1 (stereo unspecified),-6%,-8%,-1%,i,3%,1%,-0.1%,5%,-0.7,57,
Cc1ccccc1N=C1NN=C(c2ccccc2F)CS1,-17%,-20%,4%,i,2%,14%,-0.2%,5%,3.4,86,
CCN(C1CCCCC1)S(=O)(=O)c1ccc(S(=O)(=O)NCCc2ccncc2)cc1,7%,-8%,-6%,i,1%,14%,0.3%,3%,-0.4,74,
Cc1c(CC(=O)O)c(=O)oc2c(C)c3occ(-c4ccc(Br)cc4)c3cc12,22%,35%,26%,·,31%,3%,0.4%,18%,6.1,93,
CC(C)(C)NC(=O)C(c1cccs1)N(Cc1cccs1)C(=O)c1csnn1 (stereo unspecified),15%,-1%,-12%,i,7%,7%,1.3%,4%,0.3,28,
CCCCC(=O)Oc1ccccc1C1SCc2cc(C)c(C)cc2CS1,13%,9%,-1%,i,15%,1%,0.3%,10%,0.1,52,
Cc1[nH]nc2c1C(CC(C)C)C(C#N)=C(N)O2 (stereo unspecified),-5%,-3%,·,i,1%,23%,-0.1%,·,3.5,38,
CCCCOc1ccc(C(=O)Nc2ccc(S(=O)(=O)Nc3cc(C)on3)cc2)cc1OC,5%,5%,5%,i,-10%,0%,0.5%,4%,1.8,46,
COc1cccc(NC(=O)C(OC(=O)c2ccccc2NS(=O)(=O)c2cccs2)c2ccccc2)c1 (stereo unspecified),1%,11%,-5%,i,11%,16%,-0.2%,11%,0.8,78,
CC(C)CSc1nc2ccccc2[nH]1,-5%,-1%,-2%,i,1%,5%,-0.1%,5%,0.6,36,
O=C1C2C3CCCC3=C3CCCC3C2C(=O)N1c1ccc(Cl)cc1 (stereo unspecified),-4%,-1%,·,i,11%,·,-0.1%,2%,4.3,48,
CC1=CC(C)(C)N(C(=O)CNC2CCCC2)c2cc(C)ccc21,-3%,67%,2%,i,-8%,8%,-0.1%,158µM*,0.3,27,
O=C(O)c1ccc(N/N=C/c2c(F)cccc2Cl)cc1,8%,-9%,1%,·,16%,29%,0.0%,10%,0.8,81,
CC(c1cccnc1)N(CCN(C)C)C(=O)Nc1ccc(Cl)cc1 (stereo unspecified),-12%,-6%,-1%,i,3%,8%,-0.2%,-5%,-1.6,89,
COc1ccnc(CSC(N)=Nc2cccc(C(F)(F)F)c2)c1,-5%,-10%,-6%,i,8%,13%,2.9%,3%,·,·,
CCCC(=O)Nc1ccc(Cl)c(NC(=O)c2cccnc2)c1,16%,1%,1%,i,5%,?,0.1%,4%,0.9,73,
CCCN(CCC)CCNC(=O)c1cc2c(-c3ccc(Cl)cc3)nn(C)c2s1,0%,30%,-5%,·,2%,8%,-0.1%,32%,13,80,
CCc1ccc(CN2CCN(C(=O)c3cccc(OC)c3OC)CC2)cc1,-7%,-5%,-3%,i,8%,7%,-0.2%,23%,-2.4,40,
COc1ccc(-c2nnc(Sc3nc4ccccc4o3)c3ccccc23)cc1,8%,-5%,-10%,i,10%,13%,0.0%,8%,6.7,38,
CC(C)Cn1c(=O)c(-[n+]2ccccc2)c([O-])c2ccccc21,-2%,32%,-1%,i,-14%,7%,0.0%,13%,1.0,81,
Cc1ccc(C)n1-n1cnc2sc(-c3ccccc3)cc2c1=O,-7%,1%,8%,i,11%,4%,8.5µM*,-12%,4.0,67,
COc1ccc(C2(C(F)(F)F)NC(=O)N(C)C(=O)N2C)cc1 (stereo unspecified),19%,5%,-5%,i,8%,11%,-0.3%,7%,1.0,85,
CN(C)S(=O)(=O)N(CCN1CCOCC1)Cc1ccccc1F,-1%,-12%,6%,i,11%,0%,-0.1%,7%,2.0,44,
Cc1ccc(-c2nnn(CC(=O)N(c3ccccc3F)C(C(=O)NCC3CCCO3)c3c[nH]c4ccccc34)n2)cc1 (stereo unspecified),15%,22%,3%,i,12%,14%,0.3%,3%,6.6,77,
CN1CCC(NC(=O)c2cccc(Oc3ccccc3)c2)CC1,0%,0%,-4%,·,1%,12%,-0.2%,7%,-1.2,52,
O=C(CN(c1ccc2c(c1)OCCO2)S(=O)(=O)c1ccccc1)Nc1ccc2c(c1)OCO2,4%,-1%,8%,i,8%,-1%,0.2%,8%,6.0,97,
O=C(CN1C(=O)CCC1=O)NC(=O)NC1CCCC1,11%,31%,-1%,i,-7%,3%,0.5%,6%,0.3,64,
CCCc1ccc(S(=O)(=O)N/N=C\c2ccc3c(c2)OCO3)cc1,0%,6%,-2%,·,5%,10%,0.7%,5%,2.2,59,
CCOc1cc(Cl)c(S(=O)(=O)NCCCN2CCOCC2)cc1Cl,-5%,-1%,-6%,·,5%,4%,-0.2%,9%,-1.2,56,
CN1CCN(Cc2nc3c([nH]2)c(=O)[nH]c(=O)n3C)CC1,10%,-4%,-4%,i,1%,10%,-0.2%,0%,2.0,95,
O=C(Nc1nccs1)C1CCCCN1S(=O)(=O)c1ccccc1 (stereo unspecified),-10%,5%,1%,i,9%,-3%,0.0%,7%,1.2,58,
CCOc1ccc(C(C(=O)NC2CCCCC2)N(C(=O)Cc2cccs2)c2ccc(-n3cnnn3)c(OC)c2)cc1 (stereo unspecified),25%,7%,7%,i,8%,5%,-0.4%,-5%,-1.3,60,
Cc1nnc(SCC(=O)NC2CCCCC2)s1,-9%,7%,3%,i,5%,1%,-0.4%,12%,3.6,73,
COc1ccc2c(c1)S(=O)(=O)c1ccccc1N2,10%,-3%,0%,i,-7%,2%,0.2%,12%,0.3,61,
Cc1cccc2cc(C#N)c(NCCNC(=O)COc3ccccc3)nc12,13%,-11%,1%,i,0%,25%,0.2%,4%,3.3,35,
COc1ccc(CNC(=O)CN(c2ccc(C(C)C)cc2)S(=O)(=O)c2c(C)noc2C)cc1,-8%,28%,-2%,·,-13%,5%,-0.2%,2%,5.8,76,
Cc1ccc(S(=O)(=O)Nc2ccc(NC(=O)CN3CCCCC3)c(Cl)c2)cc1,-5%,2%,-1%,i,-12%,3%,-0.1%,1%,-4.7,81,NS5 inhibitors pilot replicate=-6.1
CN(Cc1ccc(OC(F)F)cc1)C(=O)c1ccc2c(=O)n3c(nc2c1)CCC3,·,·,2%,·,·,8%,·,0%,1.1,71,
CCc1cc2cccc(C)c2nc1SCC(=O)NC1CCCC1,34%,42%,-10%,·,-6%,0%,-0.2%,2%,-1.3,46,

# Random draw from the library (roughly 1.7% active in at least one column).
